ERK EGF inh: inhibitors of EGF-stimulated ERK signaling pathway; 130,000 tested, 0.41% active; Potency, µM (series often up to 11.5 µM), inactives show at the highest dose activity change, negative = inhibition, actives largely listed as inhibitors; HEK293-V1b, EGF-stimulated phospho-ERK AlphaScreen; active means well fitted inhibition curve with a large enough effect; inconclusive means small, poorly fitted or top-dose-only effect, or effect the other way;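 further: plate controls were stimulated vehicle wells for no effect and unstimulated vehicle basal for full effect; nearly all actives have a fitted effect of over 55% in size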
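EGF-stimulated (25 nM, 5 min) phospho-ERK in HEK293 cells stably expressing V1b, cells pretreated 30 min with compound at 37C. Homogeneous AlphaScreen read on lysates.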
* marks the source's active call; other numbers are inactive results; ? = inconclusive; & = joins results of further samples; [ ] = another dose, or the depositor's remark. Potency means the concentration at half of the fitted maximal effect. A portion of the library, so the mix of outcomes need not match the whole.

SMILES | ERK EGF inh
CC1CCCCC1NC(=O)c1ccc(S(=O)(=O)NCc2ccco2)cc1 (configuration not stated) | 5%
C=CCn1c(P(C)(=O)O)nc2ccccc21 | 3%&-8%
CC(C)CN1C2CCCC1CC(NC(=S)NCc1ccco1)C2 (configuration not stated) | -3%
CSc1nc(C)c(CCOCc2ccc(F)cc2)c(=O)[nH]1 | -6%
NS(=O)(=O)c1ccc(N2C(=O)C(=O)/C(=C(/O)c3ccccc3)C2c2ccc(Cl)cc2)cc1 (configuration not stated) | 13%[57.5 µM]
CCCC(=O)Nc1ccc(S(=O)(=O)N2CCOCC2)cc1 | -2%
COc1ccc(NC(=O)c2cc(C)nc3ccccc23)cc1S(=O)(=O)Nc1ccccc1Cl | 5%
COc1ccc(/C=C/C2=Nc3ccccc3NC(C)(C)C2)cc1OC | ?
CCn1cc(CNC(=O)c2cccc([N+](=O)[O-])c2)c(C)n1 | 4%
CC(=O)Nc1ccc(S(=O)(=O)N(C)CC(=O)OCC(=O)c2cc(C)n(-c3ccc4c(c3)OCO4)c2C)cc1 | 4%
O=S(Cc1ccc(Br)cc1)Cc1nnc(SCc2ccc(Br)cc2)n1-c1ccccc1 (configuration not stated) | -1%
Cc1c(/C=N\NC(=O)c2ccc(F)cc2)cnn1C | -3%
CCn1c(O)c(N=N)c2ccccc21 | -1%
Cc1ccc(N2C(=O)C3N=NN(CC(=O)N4N=C(c5ccccc5)CC4c4ccccc4)C3C2=O)cc1 (configuration not stated) | -46%
CC(C)Cc1nc(Cl)c(C#N)c2c1CCCC2 | -7%
CC(C)c1ccc(NC2=NCC(=O)N2Cc2cccs2)cc1 | -8%
CC(=O)Nc1ccc(NCN2C(=O)[C@@H]3[C@H]4CC[C@H](C4)[C@@H]3C2=O)cc1 | -3%
O=C(Nc1ccccc1)NC1CCS(=O)(=O)C1 (configuration not stated) | 2%
CNC(=O)c1nc(C)n(-c2ccc(Cl)cc2Cl)n1 | 4%
COCCNC(=S)NN=C1CCCCCC1 | 3%
CCOC(=O)c1sc(NC(=O)c2cc(-c3cccc(O)c3)on2)c(C(=O)OCC)c1C | 3%
Cn1nc(C(F)(F)F)c2cc(C(=O)Nc3ccc(F)cc3)sc21 | -7%[57.5 µM]
COC(=O)c1cc2n(n1)CCCNC2=O | -7%
CC(C)S(=O)(=O)c1csc(NC(=O)Nc2cccc([N+](=O)[O-])c2)c1Cl | ?
O=C(CSc1cccc[n+]1[O-])c1ccc(Cl)cc1 | 0%
O=C1CC(c2cccc(Cl)c2)CC(O)=C1C=Nc1cccc(Cl)c1 (configuration not stated) | -4%
Cc1nonc1NC(=O)CSc1nc2ccccc2[nH]1 | 2%
CC(C)(C)C(=O)CSc1nnc(Nc2ccccc2)s1 | -8%
O=C(/C=C/c1ccccc1)Nc1cc(C(=O)O)cc(C(=O)O)c1 | 12%
CCCc1cc2c(c(NC(C)=O)n1)c(=O)oc1ccccc12 | -3%
COc1cc2nc(C3CCC3)nc(N3CCN(c4ccccc4OC)CC3)c2cc1OC | -17%
CS(=O)(=O)c1ccc(C(O)C(CO)NC(=O)C(Cl)Cl)cc1 (configuration not stated) | 10%
COC(=O)CNC(c1ccccc1)c1cc(Br)ccc1N (configuration not stated) | 4%[57.5 µM]
NC(=O)CC(NC(=O)c1ccccc1)c1ccc(NCCc2ccc(Cl)cc2)c([N+](=O)[O-])c1 (configuration not stated) | ?
O=[N+]([O-])c1ccc2nc(SCc3cn4cccnc4n3)[nH]c2c1 | -7%[57.5 µM]
CSc1sc(C(=O)OC(C)C)c2c1C(=O)CC(C)(C)C2 | 11%[57.5 µM]
Cn1cnnc1SCC(=O)Nc1ccc(OC(F)F)cc1 | -2%
O=C(O)CCNS(=O)(=O)c1ccc2c(c1)CCCC2 | 2%
COc1ccc(-c2nnn(CC(=O)NCc3ccccc3)n2)cc1OC | -14%
O=C(NCCCN1CCOCC1)C(=O)N/N=C/c1ccc2c(c1)OCO2 | -9%

Entries shown so far that have an NH in an aromatic ring (3):
SMILES | ERK EGF inh
CSc1nc(C)c(CCOCc2ccc(F)cc2)c(=O)[nH]1 | -6%
Cc1nonc1NC(=O)CSc1nc2ccccc2[nH]1 | 2%
O=[N+]([O-])c1ccc2nc(SCc3cn4cccnc4n3)[nH]c2c1 | -7%[57.5 µM]

The results go on.
SMILES | ERK EGF inh
COC(=O)C1=C(C)N(C)C(=S)NC1c1ccc(Cl)cc1 (configuration not stated) | 3%[57.5 µM]
Cc1ccc(NC(=O)Cc2ccc3c(c2)OCCO3)cc1S(=O)(=O)N1CCCCC1 | -5%[57.5 µM]
O=C(O)CCCNC(=O)c1ccc(NC(=O)Cc2ccc(Cl)cc2)cc1 | -7%
COC(=O)/C(=N\Nc1ccc(Cl)cc1)Sc1nnc(-c2ccc(OC)cc2)n1C | -2%
COC(=O)[C@@]1(Cc2ccc(F)cc2)[C@H]2c3cc(C(=O)N4CCCC4)n(CCF)c3C[C@H]2CN1C(=O)c1ccccc1 | -2%
S=C(Nc1ccc(Cl)cc1)N1CCCC1 | 1%
NC(=O)CSc1nc(-c2ccccc2)c(-c2ccccc2)o1 | 14%
CCCNC(=S)N1CCC(NC(=O)Nc2ccc(C)cc2)CC1 | -4%
CC(=O)O[C@H]1C[C@H]2CC[C@@H]3[C@@H](CC[C@]4(C)[C@H](OC(C)=O)[C@H]([N+]5(C)CCCCC5)C[C@@H]34)[C@]2(C)C[C@H]1[N+]1(C)CCCCC1 | -1%[25.7 µM]
COc1ccc2cc(-c3nc4ccccc4n3C)c(=O)oc2c1 | 5%[57.5 µM]
COc1ccc(N(Cc2ccccc2)S(=O)(=O)c2ccc(C)cc2)cc1 | -3%
O=C(c1ccccc1)c1cccn1CC(=O)N1CCc2ccccc2C1 | -2%[57.5 µM]
Cc1nnc(SCc2c(Cl)cccc2[N+](=O)[O-])s1 | -3%
COc1ccc(NS(=O)(=O)c2ccc(S(=O)(=O)N3CCOCC3)cc2)cc1 | 0%
COc1ccc(/C=N/NC(=O)CC(=O)NC2CCCCC2)cc1 | -2%
Cc1cccc(-c2nc(N)nc(N)n2)c1 | 2%[57.5 µM]
CC(NC(=O)Nc1ccccn1)N1C(=O)C2C3C=CC(C3)C2C1=O (configuration not stated) | -3%
COc1ccc(/C=N/NC(=O)COc2cc(C)cc(C)c2)cc1COC(C)=O | -1%
COC(=O)c1cccc(C23CC4(C2)[C@H](CN(Cc2ccc(-c5ccccc5)cc2)[C@@H]4c2ccccc2)C3c2ccccc2)c1 (some centres not stated) | -2%
CC(C)=C(NC(=O)c1ccccc1)C(=O)NCc1ccccc1 | -33%

Two entries from above, tab-delimited.
mol	ERK EGF inh
O=C(c1ccccc1)c1cccn1CC(=O)N1CCc2ccccc2C1	-2%[57.5 µM]
Cc1nnc(SCc2c(Cl)cccc2[N+](=O)[O-])s1	-3%

The list continues.
SMILES | ERK EGF inh
CCOC(=O)NC(Nc1ccc(OC)cc1)(C(F)(F)F)C(F)(F)F | 0%
COc1ccc(C)cc1S(=O)(=O)Nc1cccc(C)c1 | 7%
CN(C)CCCN(Cc1cc2cc3c(cc2[nH]c1=O)OCO3)C(=S)Nc1cccc(Cl)c1 | -2%
CC(=O)c1ccc(N2CCN(C(=S)Nc3ccc(Oc4ccccc4)cc3)CC2)cc1 | -26%
COc1nc(Cc2ccc(Cl)cc2)nc2ccccc12 | ?
COc1ccc(/C=C(\C#N)C(=O)Nc2ccc3[nH]c(=O)[nH]c3c2)cc1 | 9%[57.5 µM]
CC(C)Oc1ccc(/C=N/NC(N)=S)cc1 | -2%
Cc1ccc(NC(=O)CCC(=O)NNC(=S)Nc2ccccc2)c(C)c1 | -21%
Cc1ccc(CN2CCN(/N=C/c3cccnc3)CC2)c(C)c1 | 0%
O=C(Cn1c2c(c(=O)n3ncnc13)CCC2)N/N=C/c1ccc(Cl)cc1 | -3%[57.5 µM]
Cc1cc(C)n(CCC(=O)N=Nc2c(O)[nH]c3ccc(Br)cc23)n1 | -7%[57.5 µM]
O=C(O)c1cccc(-c2ccc(/C=N/n3cnc4sc5c(c4c3=O)CCCC5)o2)c1 | 2%[57.5 µM]
CCOC(=O)N/N=C\c1ccc(-c2cc(Cl)ccc2Cl)o1 | 2%
C=CCN1C(=CCO)[C@H]2C[C@H]3[C@@H]1CC[C@@]31c3ccccc3N3C=C4[C@@H]5N(/C=C/2[C@H]31)c1ccccc1[C@]51CC[C@H]2[C@H]1C[C@@H]4/C(=C/CO)N2CC=C | -2%[25.7 µM]
NC(=S)Nc1cc(Cl)cc(Cl)c1 | 0%[57.5 µM]
CCCCc1nc2sc3c(=O)n(N)cnc3c2c2c1CCCC2 | 9%
CC(C)(C)C(=O)N1CCN(c2nc3ccccc3o2)CC1 | -3%
CN1CC[C@@]2(CCCN(C(=O)c3cc(C(F)(F)F)cc(C(F)(F)F)c3)C2)C1 | 1%
COc1ccc(CCn2c(-c3ccccc3)nc3c(c(=O)c4ccccc4n3C)c2=O)cc1 | -11%
C[N+](C)(C)CCCCCCC(=O)/C=N/O | -2%
COc1cccc(OCC(Cn2cnc3ccccc32)OC(C)=O)c1 (configuration not stated) | -11%
C=CCn1c(SCC(=O)N2CCc3ccccc3C2)nnc1-c1ccncc1 | -2%
COC(=O)c1cccc(NC(=O)c2cccnc2C(=O)O)c1C | 1%
Cc1ccc(-n2c(C)cc(/C=C3/C(=N)N4C(c5ccccc5)=CSC4=NC3=O)c2C)cc1 | 7%
O=C(NCc1ccccc1)C1=C[C@@H](c2coc3ccccc3c2=O)C[C@@H](OCCCCO)O1 | 12%[57.5 µM]
O=C(c1ccccc1)c1ccc(OC(=O)N2CCCC2)cc1 | 5%
CCOc1ccc(C(=O)NC(=S)Nc2ncccc2C)cc1[N+](=O)[O-] | 7%
COc1cc(NC(=O)CCCc2c[nH]c3ccccc23)cc(OC)c1 | -7%
COc1ccc(S(=O)(=O)NNC(=O)c2cccs2)cc1 | -2%
CC(=O)NNc1nc(-c2ccc(C)cc2)cs1 | 13%
O=C(Cn1c2ccccc2c(=O)c2ccccc21)Nc1ccccc1F | 4%
CC(O)CNCc1ccc(Cl)cc1Cl (configuration not stated) | -12%
CCOC(=O)n1c(=O)n(Cc2ccccc2C)c2ccccc21 | -4%
O=c1cc(O)nc(-c2ccc(Cl)cc2)s1 | 1%
Clc1ccc(/C=N/N2CCN(Cc3ccccc3Cl)CC2)cc1 | -4%
OCCCC1CCCCN1Cc1nc(Cc2ccccc2Cl)no1 (configuration not stated) | -5%
Cc1cnc(NC(=O)C2=C(O)c3ccccc3S(=O)(=O)N2C)s1 | 2%&-2%
Cc1ccc(NCc2n[nH]c(=S)n2-c2cccc(Cl)c2)cc1 | 3%
CCCOc1ccc(NC(=O)CC2Nc3ccccc3NC2=O)cc1 (configuration not stated) | -2%
O=C(NCc1n[nH]c(=S)n1-c1cccc(C(F)(F)F)c1)c1ccc(S(=O)(=O)N2CCCC2)cc1 | -7%[57.5 µM]

Gathered by group: those above containing a thiophene ring, fused or not
SMILES | ERK EGF inh
CC(C)c1ccc(NC2=NCC(=O)N2Cc2cccs2)cc1 | -8%
CCOC(=O)c1sc(NC(=O)c2cc(-c3cccc(O)c3)on2)c(C(=O)OCC)c1C | 3%
Cn1nc(C(F)(F)F)c2cc(C(=O)Nc3ccc(F)cc3)sc21 | -7%[57.5 µM]
CC(C)S(=O)(=O)c1csc(NC(=O)Nc2cccc([N+](=O)[O-])c2)c1Cl | ?
CSc1sc(C(=O)OC(C)C)c2c1C(=O)CC(C)(C)C2 | 11%[57.5 µM]
O=C(O)c1cccc(-c2ccc(/C=N/n3cnc4sc5c(c4c3=O)CCCC5)o2)c1 | 2%[57.5 µM]
CCCCc1nc2sc3c(=O)n(N)cnc3c2c2c1CCCC2 | 9%
COc1ccc(S(=O)(=O)NNC(=O)c2cccs2)cc1 | -2%

(next part)
SMILES | ERK EGF inh
O=C(c1ccc(F)cc1)C(C(=O)N1CCCCC1)n1ccccc1=O (configuration not stated) | 5%
COc1ccc(NC(=O)CSc2nnc(Cn3c(=O)sc4ccccc43)n2C)cc1OC | 4%
O=C(Cn1cnc(Cl)c1Cl)c1ccc(F)cc1 | 1%
O=C(Nc1ccccc1)c1sc(Cl)nc1-c1ccccc1 | -7%
CC(NC(=O)CCSCCC(=O)NC(C)c1ccccc1)c1ccccc1 (configuration not stated) | 2%
CCOC(=O)CNC(=S)N(CCCN1CCCCC1)Cc1cccs1 | -12%
O=S(=O)(NCC(O)c1ccccc1)c1ccc(-c2ccccn2)s1 (configuration not stated) | -1%[57.5 µM]
NC(=O)CSc1nnc2ccc(-c3ccc(F)cc3)nn12 | 0%
Cc1nc(CSc2nnc(N)s2)cs1 | 1%
COc1ccc(N2CCN(C(=O)c3ccc(N(C)S(=O)(=O)c4ccc(OC)cc4)cc3)CC2)cc1 | -2%
CCCCNC(=S)NC1CCCC1 | 5%
Cc1ccc(OC(=O)C23CC4CC(CC(C4)C2)C3)c(C)n1 | -9%
Cc1nnc2sc(SCc3ccc(Br)cc3)nn2c1=O | -2%
COc1ccc(C2(C(=O)c3ccccc3)C(=O)c3ccccc3C2=O)cc1 | ?
CC(C)(C)C1CCC(=NOC(=O)c2ccc(F)cc2)CC1 (configuration not stated) | -1%
O=C1c2ccc3c4c(ccc(c24)C(=O)N1CCCCO)C(=O)N(CCCCO)C3=O | -2%
Cc1cccc(CSc2nnc(CCCCCNC(=O)OC(C)(C)C)o2)c1 | -12%[57.5 µM]
CCOC(=O)N1CCN(C(=O)c2cccn3c(=O)c4cc(Br)ccc4nc23)CC1 | -7%
CCN1CC(CN(C)Cc2nc(-c3ccc(OC)c4ccccc34)oc2C)CC1=O (configuration not stated) | -3%
C=CCn1c(-c2ccccc2)n[nH]c1=S | -2%
O=Cc1cn(CCC(=O)O)nc1-c1cccc(Cl)c1 | -20%
Cc1cc([N+](=O)[O-])ccc1-c1ccc(/C=N/NC(=O)Cc2ccccc2)o1 | 4%
COc1ccc(/C(O)=C2/C(=O)C(=O)N(Cc3cccnc3)C2c2ccccn2)cc1 (configuration not stated) | -10%
S=C(Nc1ccccc1Cl)N(Cc1cccnc1)Cc1ccco1 | 5%

Assay outcomes deposited in PubChem BioAssay by National Center for Advancing Translational Sciences (NCATS).
